# Compound activity (PubChem BioAssay)
# TROY signal inh: inhibitors of TROY-driven NF-kB signaling, primary screen, Q293 LMP1-TROYcd cells, NF-kB luciferase, uHTS; Q293 LMP1-TROYcd NF-kB luciferase reporter, 4 h; inhibition, % at 10 µM; actives 0.98% (n = 360,000); AID 1347056, 2019;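 active means compounds whose plate-normalised and pattern-corrected inhibition of the luciferase reporter signal at the single screening dose is 50% or more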
# TLR9-MyD88 inh: inhibitors of TLR9-MyD88 association in cells, primary screen, cell-based, CHO, BLA complementation, fluorescence; CCF4 FRET ratio; Toll-like receptor 9 (Homo sapiens) + Myeloid differentiation primary response protein …; actives 0.21% (n = 340,000); inhibition, % at 4.98 µM;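 active means inhibition above the mean over all tested compounds plus 3 SD, cut at about 21% in these data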;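 further: 0% = DMSO only wells and 100% = clavulanate BLA inhibitor control wells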
# LRH-1 inv ag: LRH-1 (NR5A2) inverse agonists, primary screen, cell-based, luminescence, HEK293T, StAR-luciferase reporter; Nuclear receptor subfamily 5 group A member 2 (Homo sapiens), O00482; LRH-1 transfected, 24 h; inhibition, % at 3.6 µM; actives 0.13% (n = 360,000); AID 602396, 2012;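 active means inhibition above the mean inhibition of all tested compounds plus 3 SD, cut at about 73% in these data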;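 further: 0% = DMSO wells and 100% = reporter-only cells lacking LRH-1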
# TWEAK-Fn14 inh: inhibitors of TWEAK-Fn14 signaling, primary screen, luciferase reporter cells, uHTS; TWEAK-stimulated Fn14 reporter cells, luciferase luminescence, 8 h; inhibition, % at 10 µM; actives 2% (n = 360,000); AID 1159606, 2016; in the data active means inhibition above about 50%
# ABHD5 PLIN5 PPI: ABHD5-PLIN5 interaction inhibitors, primary screen, cell lysate, split luciferase complementation, luminescence; inhibition, % at 4 µM; actives 0.78% (n = 360,000); Split G. princeps luciferase complementation, 4 h;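 active means inhibition above the mean inhibition across every tested compound plus 3 SD, cut at about 22% in these data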;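 further: 0% = DMSO only wells and the 100% control is not disclosed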
# NCOA3 inh: SRC3 coactivator transcriptional activity inhibitors, primary screen, cell-based, luminescence. AID 588352, 2011. inhibition, % at 3.6 µM. actives 0.17% (n = 360,000). HEK293 GAL4-SRC3 luciferase reporter;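 active means inhibition above a per-campaign cutoff, the mean of all compounds plus 3 SD, cut at about 60% in these data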;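 further: 0% = DMSO-treated cells and 100% = gossypol-treated cells at 36 µM; higher means less SRC3-driven luciferase light from the GAL4 reporter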
# Granule exo inh: LAMP-1 surface exposure blockers, TALL-104 cells – cell-based, flow cytometry, MLPCN library, primary screen; TALL-104 LAMP-1 surface exposure; cells stimulated with thapsigargin and PMA; inhibition, % at 10 µM; actives 0.66% (n = 360,000);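 active means inhibition above about 55%, limit read from the data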
# NCOA1 inh: SRC1 coactivator transcriptional activity inhibitors, primary screen, cell-based, luminescence. inhibition, % at 3.6 µM. Nuclear receptor coactivator 1 (Homo sapiens), Q15788. actives 0.12% (n = 360,000). HEK293 GAL4-SRC1 luciferase reporter;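 active means inhibition above the campaign mean plus 3 SD, with each screening campaign given its own cutoff, cut at about 60% in these data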;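 further: 0% = DMSO treated cells and 100% = gossypol at 36 µM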
# NOD2 RIPK2 PPI: NOD2-RIPK2 binding disruptors in cells, primary screen, fluorescence, CHO cells, BLA complementation | inhibition, % at 4.98 µM | AID 624267, 2012 | actives 0.38% (n = 360,000) | Receptor-interacting serine/threonine-protein kinase 2 (Homo sapiens), O43353 | CCF4 ratio; in the data active means inhibition above about 21%;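 further: 0% = vehicle only and 100% = reference blocker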
# COUP-TFII inh: NR2F2 transcriptional activity inhibitors, primary screen, cell-based, luciferase reporter, HEK293T, luminescence; actives 0.7% (n = 370,000); COUP transcription factor 2 (Homo sapiens), P24468; inhibition, % at 8.6 µM; HEK293T NGFI-A luciferase reporter; AID 686940, 2013;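 active means inhibition above a per-plate cutoff, mean inhibition of test wells between control levels plus 3 SD, cut at about 38% in these data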;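 further: cells cotransfected with COUP-TFII expression vector driving the NGFI-A reporter; 0% = median of COUP-TF2 test wells and 100% = reporter-only cells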
# NCOA2 inhibitor: inhibition of GAL4-SRC2 driven luciferase reporter, primary screen, SRC2 inhibitor project, cell-based, luminescence; Nuclear receptor coactivator 2 (Homo sapiens), Q15596; HEK293 GAL4-SRC2 luciferase reporter; inhibition, % at 9 µM; actives 0.17% (n = 370,000);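 active means inhibition above the mean inhibition of all tested compounds plus 3 SD, set per campaign, cut at about 52% in these data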;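 further: 0% = DMSO treated cells and 100% = cells given Gossypol at 36 µM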
# An asterisk follows results filed as active; / = not tested or not shown. A portion of the library (hit frequency here may not be typical).
SMILES,TROY signal inh,TLR9-MyD88 inh,LRH-1 inv ag,TWEAK-Fn14 inh,ABHD5 PLIN5 PPI,NCOA3 inh,Granule exo inh,NCOA1 inh,NOD2 RIPK2 PPI,COUP-TFII inh,NCOA2 inhibitor
CCC(C)Nc1ccc(NC(C)CC)cc1 (stereo unspecified),39.2,-9.8,63.1,68.6*,-2.9,40.6,2.7,0.5,1.7,/,/
O=C(NCCc1ccccc1)C1CCN(C(=O)c2sccc2-n2cccc2)CC1,-6.9,6.2,-12.4,0.0,2.3,4.3,1.9,8.6,7.4,-9.1,-9.5
Cc1ccn2c(Cc3ccccc3)c(-c3ccccc3)nc2c1,-23.4,0.5,-96.1,-3.4,-8.8,-87.2,-3.3,-82.7,-2.8,-18.3,-64.5
Cc1cnc(NC(=O)COc2ccc3c(c2)CCC3)s1,5.1,0.5,-102.2,41.1,-1.2,-76.4,2.8,-108.1,-4.2,-32.8,-66.4
CN(Cc1c(C(=O)N/N=C/c2cc(F)ccc2F)nnn1-c1nonc1N)C1CCCCC1,16.7,-0.8,1.8,-13.4,-0.9,-6.6,6.8,-9.7,-5.1,13.6,-4.9
CC(C)[C@H](NC(=O)C1CCN(S(=O)(=O)c2ccccc2)CC1)C(=O)NCc1ccncc1,3.1,0.6,-8.3,-4.8,1.3,14.6,-2.1,-9.0,-8.8,-18.0,-7.8
Nc1n[nH]c(C2CCCCC2)n1,-0.5,-11.2,-5.7,-15.1,1.7,1.1,-0.7,7.0,1.7,-19.4,-12.2
O=C(NCc1n[nH]c(=S)n1-c1ccc([N+](=O)[O-])cc1)c1ccc(S(=O)(=O)N2CCOCC2)cc1,-11.1,8.2,-4.5,-6.2,1.3,11.0,-10.0,-2.7,-2.7,-7.5,15.1
O=C(O)c1cccc(-n2cccc2C=C2C(=O)c3ccccc3C2=O)c1,33.9,-0.9,-15.9,-37.0,-1.7,-0.2,10.2,-11.5,0.3,-8.1,-32.5
COc1cccc(-c2n[nH]c(=S)n2Cc2ccco2)c1OC,11.9,-0.1,-21.0,-1.1,-5.6,9.6,-0.3,-8.1,-7.2,/,/
CC(=O)c1cccc(NC(=O)N2CCCC2C(=O)Nc2cc(C)ccc2C)c1 (stereo unspecified),19.3,-8.6,-0.7,18.2,2.6,-2.8,0.9,-6.0,-6.2,2.7,2.4
O=c1oc2ccccc2cc1C1=Nn2c(nnc2-c2cccnc2)SC1,5.4,1.1,-1.3,-46.2,-1.1,11.4,0.6,7.7,-7.5,7.1,12.3
CN1CCN(C(=O)CSc2ccc(Cl)cc2)CC1,-29.2,0.7,-22.5,-23.3,-5.3,-9.3,0.5,-32.0,-6.4,-7.9,-5.5
O=C1CSc2ccc(C(=O)NCc3ccccn3)cc2N1,-3.3,-9.9,-32.6,-0.9,1.6,-7.2,0.0,2.7,-12.5,-16.0,3.2
O=S(=O)(Nc1cccc(-n2cnnn2)c1)c1cc(Cl)ccc1Cl,11.1,-5.0,0.1,10.2,1.2,10.7,-1.1,-0.9,-19.7,-13.0,-4.3
CCN(CC)S(=O)(=O)c1ccc(Oc2ccccc2)c(N)c1,-2.5,1.8,15.4,14.7,5.0,12.3,-2.0,3.9,4.8,-3.8,-19.2
CCCNC(=O)CNC(=S)N(Cc1ccccc1F)C1CCCCC1,0.7,-17.0,-15.3,-10.2,-5.6,15.0,-1.8,-1.5,9.4,5.9,4.1
O=C(Nc1nc2ccccc2[nH]1)c1cc(F)cc(F)c1,-7.8,1.2,-91.5,-6.3,-5.0,-71.8,-7.1,-103.0,-9.6,-31.1,-26.6
N#Cc1csc(CCNC(=O)c2ccccc2)n1,-11.1,-4.5,-18.6,-9.2,1.0,-3.9,1.9,12.2,-4.4,-3.3,7.9
O=C(c1ccco1)N1CCN(C(c2ccccc2)c2nnnn2Cc2cccs2)CC1 (stereo unspecified),2.3,-6.6,5.4,13.5,-3.2,-5.7,0.4,2.9,-5.5,3.9,-6.0
CC(=O)Nc1cccc(-c2ccnc3c2CC(C(=O)NCCN(C)C)O3)c1 (stereo unspecified),-2.5,/,16.9,-9.5,1.3,7.1,3.5,-3.1,-1.7,-1.3,8.9
O=C(CSc1nc2ccccc2c(=O)n1-c1ccccc1)N1CCCc2ccccc21,-1.9,-2.3,24.1,-18.5,10.2,15.4,-2.3,5.5,3.5,3.3,1.2
C=CCC[C@@H](Cc1ccc(F)cc1)C(=O)OC[C@@H](Cc1c[nH]c2ccccc12)NC(=O)[C@@H](CC=C)CC(=O)N(CCO)Cc1ccccc1,26.0,-6.5,-10.3,49.2,2.9,4.5,53.6,-6.4,-4.2,16.2,-14.1
CCc1sc(NC(=O)COC)nc1-c1ccccc1,12.9,1.9,-4.1,-2.0,-10.9,-1.5,-2.9,-8.0,-17.2,-1.8,-2.7
COc1ccc(C(=O)NC23CC4CC(CC(C4)C2)C3)cc1OC,3.0,-2.9,6.2,-16.9,-5.7,-7.7,4.6,2.4,4.8,-12.9,-13.0

# Among those listed so far, two have a furan ring, fused or not.
SMILES,TROY signal inh,TLR9-MyD88 inh,LRH-1 inv ag,TWEAK-Fn14 inh,ABHD5 PLIN5 PPI,NCOA3 inh,Granule exo inh,NCOA1 inh,NOD2 RIPK2 PPI,COUP-TFII inh,NCOA2 inhibitor
COc1cccc(-c2n[nH]c(=S)n2Cc2ccco2)c1OC,11.9,-0.1,-21.0,-1.1,-5.6,9.6,-0.3,-8.1,-7.2,/,/
O=C(c1ccco1)N1CCN(C(c2ccccc2)c2nnnn2Cc2cccs2)CC1 (stereo unspecified),2.3,-6.6,5.4,13.5,-3.2,-5.7,0.4,2.9,-5.5,3.9,-6.0

# Continuation:
SMILES,TROY signal inh,TLR9-MyD88 inh,LRH-1 inv ag,TWEAK-Fn14 inh,ABHD5 PLIN5 PPI,NCOA3 inh,Granule exo inh,NCOA1 inh,NOD2 RIPK2 PPI,COUP-TFII inh,NCOA2 inhibitor
CC(C)(C)OC(=O)C[C@H]1C/C=C\C[C@@H](CC(=O)NCCO)C(=O)NC[C@@H](c2ccccc2)OC1=O,3.3,2.2,13.0,-10.4,-5.0,-5.3,19.5,3.3,-8.6,-1.7,-16.4
O=C(NNC(=O)c1cccs1)c1ccco1,4.8,-18.8,12.1,4.0,9.2,1.4,-12.5,-1.8,-3.6,2.4,-10.3
O=c1oc2ccc(C#CC3(O)CCCCC3)cc2cc1-n1cc(-c2ccccn2)nn1,40.6,3.5,13.1,58.2*,-4.2,20.8,-5.4,1.8,13.8,14.9,34.0
Cc1[nH]c2ccccc2c1C(=O)CSCC(=O)O,-18.3,-4.0,-6.5,0.0,-4.4,16.2,-4.9,-2.5,-3.1,-4.7,-18.7
Cc1ccc(S(=O)(=O)N2CCCC(CCC(=O)NCc3ccccc3F)C2)s1 (stereo unspecified),-20.4,-10.9,-4.2,17.1,2.3,15.3,11.4,-5.2,-4.6,9.8,13.3
CCN(CC)C(=O)c1csc(COCCO)n1,1.6,/,-21.5,6.7,2.4,5.5,0.3,-15.6,-0.4,-4.7,22.2
CNc1ncc(C(=O)c2ccc(Br)cc2)s1,-15.9,-3.5,-133.6,-21.3,-3.8,-96.6,-2.3,-85.4,-2.0,-17.5,-63.0
O=C(Nc1cccc(S(=O)(=O)NC2=NCCC2)c1)c1cc(Cl)ccc1[N+](=O)[O-],-15.4,4.5,-18.8,8.0,-4.9,7.0,-1.4,-53.9,4.6,/,/
COc1ccccc1CCN1CCCC(CN(C)C(=O)c2ccco2)C1 (stereo unspecified),-16.9,-1.0,24.2,-5.4,-2.8,4.8,-1.2,-2.3,1.9,-8.6,3.4
O=C1NC(=Nc2ccccc2)S/C1=C\c1cccnc1,-28.3,5.7,5.4,1.7,0.7,19.0,-2.7,-14.1,-1.6,4.8,-28.8
CCOC(=O)NC(CC(=O)O)c1ccc(OC)c(OC)c1 (stereo unspecified),-2.5,4.3,-2.5,-9.8,1.9,-9.0,6.3,12.5,-3.9,-7.4,-20.9
Cc1ccc(-c2cnc(SCCNC(=O)c3ccco3)[nH]2)cc1,-12.3,-9.2,-36.3,1.2,8.7,-2.5,0.0,-11.4,-5.1,-8.7,-49.2
CC(=O)Nc1ccc(NC(=O)CCCCCn2nnc3ccccc3c2=O)cc1,4.8,-1.8,5.3,-16.6,0.7,3.8,4.3,-24.4,-5.5,-7.1,-1.6
O=C(CSc1nc2ccccc2s1)N/N=C/c1ccco1,-6.3,0.5,1.7,-8.7,7.4,-4.6,-0.6,-1.6,8.8,3.0,-13.4
O=Cc1cn(-c2ccccc2)nc1-c1ccncc1,8.3,-1.8,-4.4,-6.8,1.4,-11.2,-0.4,-7.1,3.3,-11.6,-0.4
CSCCC(NS(=O)(=O)c1ccc(Cl)cc1)C(=O)N1CCN(c2ccccc2)CC1 (stereo unspecified),-2.9,-7.3,-5.5,6.6,8.2,8.8,10.2,6.6,-5.5,16.1,2.5
O=c1cc(-c2ccccc2)oc2ccc3ccccc3c12,74.7*,7.0,-54.6,93.2*,3.4,-9.4,1.7,-24.7,3.0,-16.8,-38.8
COC(=O)c1c(C)cc(C)n2c1nc1ccccc12,-11.1,-4.9,-18.2,-9.8,0.9,10.5,-1.7,5.9,-6.3,-1.1,-7.8
CSc1nnc(CCCCCNC(=O)OC(C)(C)C)o1,15.2,0.1,0.7,5.5,7.2,5.5,-1.3,1.9,-5.2,-6.2,-21.8
O=C(c1ccccc1)c1ccc(C(=O)N2CCN(c3ccc(O)cc3)CC2)cc1,-1.4,-10.4,-4.4,1.1,0.1,-16.3,-2.8,-14.4,5.1,5.3,-6.3
CCN(CC(=O)Nc1cc(Cl)ccc1C)C(=O)CCS(=O)(=O)c1ccc(C)cc1,1.9,-2.2,16.9,11.4,-8.6,2.7,-3.7,-9.1,-7.6,-3.5,4.2
Cc1nnc(C)n1/N=C/C=C/c1ccccc1,-5.3,-11.0,10.3,-3.3,10.9,16.2,-2.3,-12.9,-14.8,-5.4,-17.8
CN(C1CCCCC1)S(=O)(=O)c1ccc2c(c1)c(=O)c(C(=O)O)cn2C,8.4,-16.9,6.9,9.6,-1.4,1.5,-0.1,-6.7,5.8,10.0,-1.6
Cc1csc(SCC(=O)Nc2nc(-c3ccccc3)cs2)n1,-24.0,6.5,-38.0,-19.0,-4.5,-9.4,2.0,-15.1,-6.5,-33.7,-52.1
CN(C1=C(N2CCCCC2)C(=O)c2ccccc2C1=O)c1ccccc1,-15.5,5.0,3.0,-2.9,-11.1,-1.8,36.5,5.2,-4.4,19.5,2.6
CC(C)=CCC/C(C)=C/CNC(=O)C[C@H]1C[C@H](C(=O)N2CCOCC2)[C@@]2(C)c3[nH]c4cc(CCC(=O)N(C)C)ccc4c3CCN2C1=O,20.0,-11.9,0.0,10.9,-6.8,-51.6,19.5,2.7,-8.4,13.1,-10.3
